Bioassay records deposited in PubChem BioAssay by National Center for Advancing Translational Sciences (NCATS).
GAA inhib: qHTS Assay for Inhibitors of Human alpha-Glucosidase as a Potential Chaperone Treatment of Pompe Disease; AID 1466, 2008; purified human GAA, 4-MU-alpha-glucoside fluorescence; 0.005% of 200,000 active; Lysosomal alpha-glucosidase (Homo sapiens), P10253; Potency, µM (top dose mostly 76.9 µM), for inactives: top-dose activity change, negative = inhibition, actives largely listed as inhibitors;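 note: plate controls were uninhibited enzyme wells for no effect and no-enzyme background for full effect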
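Activity normalized between no-enzyme (basal) and enzyme-only wells. Conditions: 4 nM human enzyme, 400 uM fluorogenic substrate, citrate/phosphate pH 5.0 with Tween-20, 20 min room temperature, compounds up to 77 uM.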
HTT ATP protect: qHTS Multiplex Assay to Identify Dual Action Probes in a Cell Model of Huntington: Cytoprotection (ATP); PC12 HTT-Q103 induced, cytoprotection, ATP luminescence, 40 h; AID 1471, 2008; Potency, µM (top dose mostly 56.4 µM), for inactives: cytoprotection (ATP increase), usual class: activators; 0.14% of 230,000 active;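 note: % of control where 0% means no effect; nearly all actives have a fitted effect of over 45% in size; toxic huntingtin expression switched on by the ecdysone agonist tebufenozide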
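Compounds added alongside 100 nM tebufenozide, which induces toxic Q103 huntingtin exon 1-GFP in stable PC12 cells; surviving cells quantified by luminescent ATP measurement. Medium: phenol red-free DMEM, 5% equine and 5% calf serum.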
HttQ103 aggreg: qHTS Multiplex Assay to Identify Dual Action Probes in a Cell Model of Huntington: Aggregate Formation (GFP); Potency, µM (series often up to 46.1 µM), for the others: at the highest dose activity change, negative = inhibition, usual class: inhibitors; PC12 HttQ103-GFP aggregates, Acumen cytometry, 40 h; 1.1% of 220,000 active; AID 1688, 2009; note: % is set by controls: 0 for no effect and ±100 for the full control effect; nearly all actives have a fitted effect of over 60% in size
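Compounds (qHTS titration) were added to PC12 cells expressing an ecdysone-driven HTT exon 1 Q103–GFP fusion after induction with 100 nM tebufenozide. Aggregate formation was measured as GFP objects in cell lysates.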
IMPase Li inh: qHTS Assay for Identifying the Cell-Membrane Permeable IMPase Inhibitors: Potentiation with Lithium; CHO-M1 cells, IP1 TR-FRET (IP-One), carbachol + lithium; Potency, µM (titrated, usually from 59.4 µM), for the others: top-dose activity, negative = IMPase inhibition, hits mostly inhibitors; 0.35% of 210,000 active;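 note: IP1 builds up when IMPase is blocked and the TR-FRET signal falls; plate controls were basal vehicle for no effect and high inhibitor control for full effect; nearly all actives have a fitted effect of over 50% in size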
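IP1 accumulation measured by competitive TR-FRET in lysed CHO-M1 cells after 30 min compound exposure at 37C, with a small lithium addition to potentiate weak responses. Hill-equation AC50 from ratio and donor-channel data.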
GAA glycogen: qHTS Assay for Inhibitors and Activators of Human alpha-Glucosidase Cleavage of Glycogen | Potency, µM (top dose mostly 76.4 µM), without a hit: at the top dose activity change, negative = inhibition, hits mostly inhibitors | 0.38% of 300,000 active | recombinant GAA, glycogen substrate, Amplex Red glucose oxidase fluorescence;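 note: 0% = full enzyme reaction and -100% = no-enzyme basal signal; the screen sought inhibitors and activators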
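qHTS, 1536-well; enzyme 4 nM final; cpd up to 77 uM; substrate bovine liver glycogen 30 ug; 50 mM citrate/phosphate pH 5.0, 0.01% Tween-20; 37 C, 40 min; Amplex Red detection 45 min RT; Hill fit → AC50.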
aGlu spleen mod: qHTS Assay for Inhibitors and Activators of Human alpha-Glucosidase From Spleen Homogenate; Lysosomal alpha-glucosidase (Homo sapiens), P10253; AID 2112, 2009; human spleen homogenate, 4-MU-alpha-glucoside fluorescence; 0.006% of 240,000 active; Potency, µM (titrated, usually from 79.9 µM), inactives show at the highest dose activity change, negative = inhibition, usual class: inhibitors;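 note: 0% = enzyme with vehicle and -100% = no enzyme basal signal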
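Human spleen homogenate (1 ug) incubated with compounds and 1 mM 4-methylumbelliferyl-alpha-D-glucopyranoside in pH 5.0 citrate/phosphate buffer, 37 C, 40 min. Stopped at pH 10; 4-MU fluorescence (Ex 365/Em 440 nm); AC50 by Hill fit.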
RGS12 GoLoco inh: qHTS Assay for Inhibitors of RGS12 GoLoco Motif Activity (Red Fluorophore); Guanine nucleotide-binding protein G(i) subunit alpha-1 (Homo sapiens), P63096; Gai1:RGS12 GoLoco peptide FP, rhodamine, 10 min; Potency, µM (doses to about 61.6 µM), without a hit: at the highest dose activity, negative = inhibition, actives largely listed as inhibitors; 0.44% of 230,000 active; active = well fitted inhibition curve with a large enough effect, not every such curve was filed as active; inactive = no such curve, though single readings can be large or run the other way; note: % is set by controls: 0 for no effect and ±100 for the full control effect; nearly all actives have a fitted effect of over 30% in size; many of its hits are not listed in these tables
Target sequence (P63096 whole entry, looked up): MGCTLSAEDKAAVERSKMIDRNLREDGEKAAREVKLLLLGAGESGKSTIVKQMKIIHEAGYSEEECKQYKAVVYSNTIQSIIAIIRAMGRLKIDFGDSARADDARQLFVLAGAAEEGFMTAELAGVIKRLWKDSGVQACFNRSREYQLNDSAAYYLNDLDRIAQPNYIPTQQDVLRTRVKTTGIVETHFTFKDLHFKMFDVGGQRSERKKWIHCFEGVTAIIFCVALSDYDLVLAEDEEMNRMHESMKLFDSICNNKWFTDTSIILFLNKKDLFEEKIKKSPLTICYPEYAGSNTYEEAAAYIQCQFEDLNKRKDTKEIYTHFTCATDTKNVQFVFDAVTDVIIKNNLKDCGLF
* = called active by the depositor; ? = inconclusive; · = no result given; & = joins results of further samples; [ ] = remark or other dose. Unless noted, calls come from the whole dose curve; as a rule, active = well fitted curve in the direction sought with a large enough effect; inconclusive = small, poorly fitted or top-dose-only effect, or another doubt; inactive = no such curve, though single readings can be large; an effect the other way counts as inactive or inconclusive. Potency is the fitted concentration of half-maximal effect.

no.	SMILES	GAA inhib	HTT ATP protect	HttQ103 aggreg	IMPase Li inh	GAA glycogen	aGlu spleen mod	RGS12 GoLoco inh
1	CCSc1ncc(Cl)c(C(=O)Nc2ccccc2)n1	-2%	-6%[10 µM]	10%	7%	-3%	1%	9%
2	CC(C)(C)NS(=O)(=O)c1ccc(NC(=O)Cc2ccccc2[N+](=O)[O-])cc1	?	-41%[inhibitor]	4%[9.22 µM]	4%	17%	-2%	0%
3	Cc1ccc(NC2OC(CO)C(O)C2O)cc1[N+](=O)[O-] (centres undefined)	3%	18%[10 µM]	2%	-2%	-4%	-5%	15%
4	C=CCN(CC=C)S(=O)(=O)c1ccc(NC(=S)NC(=O)Cc2ccc(OC)cc2)cc1	-32%	-9%	-11%	17%[38.3 µM]	-14%	-19%	4%
5	CC1CCc2nc(NC(=O)c3ccco3)sc2C1 (centres undefined)	-5%	-163%[inhibitor][0.074 µM]	-10%	6%[38.3 µM]	0%	-2%	17%
6	O=C(N/C(=C/C=C/c1ccccc1)C(=O)N1CCOCC1)c1ccccc1Cl	-2%	-48%[inhibitor]	-1%	?	4%	·	-2%
7	COC(=O)c1cn(NC(=O)CC2CCCCC2)c(=O)c2ccccc12	-1%	3%	-1%	21%[38.3 µM]	0%	-7%	3%
8	O=C(CSc1nnc(-c2ccncc2)o1)Oc1ccccc1	?	-5%[10 µM]	-7%	24%[38.3 µM]	5%	-3%	-6%
9	COCc1n[nH]c(=S)n1-c1ccccc1	-1%	9%	13%	-5%[38.3 µM]	28%	-7%	-2%
10	COc1ccc(-c2nc(-c3ccc(Br)cc3)no2)c(OC)c1	2%	-17%	-3%	6%[38.3 µM]	-8%	1%	11%
11	COc1ccc(-n2c(Cc3cccn3C)nnc2SCC(=O)N2CCOCC2)cc1	-9%	-14%	18%	-1%	5%	-4%	7%
12	CC1=C(C)CC2C(=O)N(Cc3ccccc3)C(=O)C2C1 (centres undefined)	2%	-2%	2%	37%[38.3 µM]	10%	-1%	-1%
13	CSc1ncccc1C(=O)OCn1nnc2ccccc2c1=O	?	-28%[10 µM]	-1%	3%[38.3 µM]	0%	-6%	9%
14	COc1ccc(C(=O)NCCCc2nc3ccccc3n2Cc2cc(C)ccc2C)cc1OC	-12%[15.4 µM]	·	31%	10%	0%	-10%	6%
15	CC12CCC(c3c(C(=O)O)nn(-c4ccccc4)c31)C2(C)C (centres undefined)	2%	-13%	-9%	-4%[38.3 µM]	1%	-6%	-5%

At a glance, three of the compounds above:
no.	SMILES	GAA inhib	HTT ATP protect	HttQ103 aggreg	IMPase Li inh	GAA glycogen	aGlu spleen mod	RGS12 GoLoco inh
2	CC(C)(C)NS(=O)(=O)c1ccc(NC(=O)Cc2ccccc2[N+](=O)[O-])cc1	?	-41%[inhibitor]	4%[9.22 µM]	4%	17%	-2%	0%
3	Cc1ccc(NC2OC(CO)C(O)C2O)cc1[N+](=O)[O-] (centres undefined)	3%	18%[10 µM]	2%	-2%	-4%	-5%	15%
4	C=CCN(CC=C)S(=O)(=O)c1ccc(NC(=S)NC(=O)Cc2ccc(OC)cc2)cc1	-32%	-9%	-11%	17%[38.3 µM]	-14%	-19%	4%

(next part)
no.	SMILES	GAA inhib	HTT ATP protect	HttQ103 aggreg	IMPase Li inh	GAA glycogen	aGlu spleen mod	RGS12 GoLoco inh
16	Nc1nc(N2CCN(c3ccccc3)CC2)n[nH]1	7%	-40%[1.9 µM]	20%[9.22 µM]	11%	10µM*	9%	12%
17	Cc1occc1-c1nnc(SCC(=O)NC(C)(C)C)n1C(C)c1ccccc1 (centres undefined)	-6%	-2%[10 µM]	-11%	18%[38.3 µM]	1%	3%	-3%
18	COCCCn1c(Cc2ccccc2)nnc1SCC(=O)N1CCCCC1	-12%	5%	6%	·	4%	-2%	·
19	CCN(CC)S(=O)(=O)c1cc(-c2nn(C)c(=O)c3ccccc23)ccc1C	-4%	-31%	4%	0%[38.3 µM]	1%	-2%	8%
20	CCC/C=C(\CCC)C(NC(=O)c1ccc(C(=O)OC)cc1)c1ccc(C(=O)OC)cc1 (centres undefined)	·	-1%	·	3%	·	-9%	3%
21	CC1(C)CC(=O)C(/C=N/n2c(C(F)(F)F)nc3ccccc3c2=O)=C(O)C1	-7%	29%	1%	-4%[38.3 µM]	1%	-2%	11%
22	OC(CN1C2=NCCN2c2ccccc21)c1ccc2c(c1)OCO2 (centres undefined)	-1%	-39%[inhibitor]	-4%	·	18%	2%	·
23	CC(=O)c1cc(-c2ccccc2)n(CCC(=O)NC2CCC(C)CC2)c1C (centres undefined)	-6%	9%[10 µM]	2%	1%	4%	0%	-4%
24	Cc1ccc(C[n+]2cc(-c3ccc(Cl)cc3)n3c2CCC3)cc1	·	-18%[10 µM]	-10%[9.22 µM]	·	6%	-3%	3%
25	Cc1ccc2c(c1)N(CC(=O)NCC1CCCO1)C(=O)C(C)O2 (centres undefined)	-2%	9%	-13%	6%[38.3 µM]	7%	2%	-6%
26	COc1ccc(-c2nc3ccccc3n2OCC(=O)O)cc1	-3%	-172%[inhibitor]	8%	2%	11%	-7%	8%
27	CCn1cc(C(=S)N2CCC(C(N)=O)CC2)c2ccccc21	1%	·	-9%	2%	-9%	-3%	4%
28	Cc1cc(N/C=C/C(=O)c2cccc3ccccc23)no1	-6%	-5%	-12%[9.22 µM]	-1%[38.3 µM]	8%	-12%	4%
29	COc1ccc(C2c3c(ncn(CCN4CCOCC4)c3=N)Oc3ccc4ccccc4c32)cc1OC (centres undefined)	-6%	-41%[inhibitor]	13%	-1%[38.3 µM]	-8%	2%	13%
30	CCOc1cc(N2CCOCC2)c(OCC)cc1NC(=O)COc1cccc2cccnc12	-11%	-69%[inhibitor]	3.5µM*	17%[38.3 µM]	-7%	1%	3%
31	O=C(O)C(Oc1ccc2c(-c3ccccc3)cc(=O)oc2c1)c1ccccc1 (centres undefined)	·	-1%[10 µM]	17%[9.22 µM]	·	-14%	1%	11%
32	Cc1cc2ncn(/N=C/c3cccnc3)c2cc1C	1%	-38%	-11%	13%[38.3 µM]	-7%	-8%	11%
33	Cc1ccc(N/C=C2/Sc3ccccc3NC2=O)cc1	9%	-14%	-6%[9.22 µM]	6%	?	-8%	10%
34	Cc1cc(NC(=O)c2ccc(F)cc2)n(CCOC(=O)c2ccc(F)cc2)n1	10%	-5%[10 µM]	-2%	·	6%	-2%	·
35	Cc1ccc(C(=O)N2CCOCC2)c(F)c1F	-1%	·	-11%	1%	-8%	12%	-9%
36	COc1cc(CC(=O)Nc2cc(S(C)(=O)=O)ccc2Cl)cc(OC)c1OC	-1%	12%[10 µM]	20%	5%	-6%	-5%	-26%
37	CCCC(C)C(=O)Nc1cccc(NC(C)=O)c1 (centres undefined)	-2%	-17%[10 µM]	13%	24%[38.3 µM]	9%	-3%	1%
38	O=C(O)C1CC(=O)n2c(nc3ccccc32)S1 (centres undefined)	-2%	17%	9%	4%[38.3 µM]	-6%	-1%	-7%
39	CCSC(=N)N	·	?	·	5%&8%&10%	·	-7%&20%&0%	12%&-6%&1%
40	Cc1ccccc1C1NC(=S)NC2=C1C(=O)CCC2 (centres undefined)	13%	-20%	-10%[9.22 µM]	-6%	12%	-1%	11%
41	N#CCCSCc1ccc(OCC(=O)O)cc1	2%	-10%	-9%	18%[38.3 µM]	9%	3%	-13%
42	COc1ccc2nc(C)cc(SCC(=O)OC(C)C)c2c1	6%	0%[10 µM]	8%[9.22 µM]	12%	5%	-5%	8%
43	CC1CCN(c2ccc(C(=O)NCCc3ccccc3)cn2)CC1	1%	-8%[10 µM]	-21%	-5%[38.3 µM]	-5%	-11%	-4%
44	CCCCN(C(=O)Cn1ncc(Cl)c(Cl)c1=O)c1c(N)n(CC(C)C)c(=O)[nH]c1=O	-13%	6%[10 µM]	-15%[9.22 µM]	·	6%	-7%	9%
45	CSc1cccc(NC(=S)N2CCC(N(C)C3CCCCC3C)CC2)c1 (centres undefined)	-5%	0%	-2%	9%	-16%	-5%	3%
46	COC(=O)CSc1nc(C)cc(C(F)(F)F)c1C#N	-2%	-10%	6%	-7%[38.3 µM]	-7%	0%	9%
47	CC(C)Oc1cccc(C(=O)C2CCCN(Cc3cccn3-c3ccccn3)C2)c1 (centres undefined)	-2%	·	·	27%	-5%	6%	10%
48	CCSc1nnc(Nc2ccccc2)s1	-6%	-11%	-7%	5%[38.3 µM]	-8%	8%	7%
49	O=c1c2c3c(sc2ncn1/N=C/c1ccco1)CCCC3	-2%	-7%	-23%	25%[38.3 µM]	-8%	-2%	12%
50	O=C(NCc1nc(-c2ccccc2)no1)c1ccc(Br)o1	-3%	-14%	-17%	7%[38.3 µM]	-16%	-11%	12%
51	CC1CCCCN1C(=O)CSc1nnc(-c2ccco2)n1CC1CCCO1 (centres undefined)	0%	-8%	16%	6%[38.3 µM]	-2%	-5%	-10%
52	O=C(c1cccc(C(=O)N2CCN(c3ccccc3)CC2)c1)N1CCN(c2ccccc2)CC1	-3%	18%	-7%	28%[38.3 µM]	-2%	3%	8%
53	N#CCCN1CCN(S(=O)(=O)c2ccc(S(=O)(=O)N3CCCC3)cc2)CC1	?	26%[10 µM]	-10%	26%[38.3 µM]	-11%	-12%	5%
54	Cc1sc2nc[nH]c(=S)c2c1-c1ccccc1	-1%	3%	2%	10%	-10%	5%	4%
55	O=C(NNC1=NS(=O)(=O)c2ccccc21)c1ccc(Cl)cc1	-2%	·	24%	-2%	9%	1%	2%
56	COc1ccc(C(=O)NCCn2ccc3ccccc32)cc1OC	-4%	-96%[inhibitor][10 µM]	?	23%[38.3 µM]	-2%	-2%	8%
57	C(=C\CSc1nnnn1-c1ccccc1)/CSc1nnnn1-c1ccccc1	-4%	4%	5%	5%[38.3 µM]	1%	1%	10%
58	COc1cc(C2OCC3C(c4ccc(OC5OC(CO)C(O)C(O)C5O)c(OC)c4)OCC23)ccc1O (centres undefined)	·	17%[10 µM]	5%[9.22 µM]	-3%	?	3%	-12%

Some of the compounds tested; rates above refer to the full screens.
